inhibitors of VEEV = inhibitors of VEEV TC-83 cytopathic effect, confirmation, Vero cells (AID 588727); Vero cells, VEEV TC-83 cytopathic effect inhibition; higher % means a stronger effect; one-dose inhibition, % at 20 µM; IC50 in µM for titrated hits; 350,000 tested, 0.13% active; in the data active means a potency from the dose series; inconclusive means inhibition mostly from about 14% at the one dose, without a potency; inactive means the rest, 99 in 100 with inhibition below about 12%; further: strong numbers were not always called active
PhoP GFP inhibition = PhoP regulon inhibitors, Salmonella typhi PhoP promoter GFP reporter, confirmatory (AID 1850); inhibition, % at 50 µM, or IC50 in µM where a hit was titrated; 310,000 tested, 0.33% active; Salmonella Typhi PhoP-promoter GFP reporter, fluorescence, 4 h; higher % means a stronger effect; in the data active means a potency from the dose series; inconclusive means inhibition mostly from about 25% at the one dose, without a potency; inactive means the rest, 99 in 100 with inhibition below about 19%;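 further: 0% = induced wells with vehicle and 100% = uninduced wells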
influenza NS1A = H1N1 influenza NS1A inhibitors, functional cell based assay (AID 504329) | NS1A functional cell-based assay, percent inhibition; higher % means a stronger effect | 340,000 tested, 0.3% active | inhibition, % at 12.5 µM; hits with a dose series show IC50 in µM; in the data active means a potency from the dose series; inconclusive means inhibition above about 27% without an active follow-up result; further: strong numbers were not always called active
tuberculosis growth = growth inhibition of non-replicating M. tuberculosis (AID 488890); one-dose inhibition, % at 25 µM; IC50 in µM for titrated hits; 320,000 tested, 0.39% active; Mycobacterium tuberculosis non-replicating, growth inhibition; higher % means a stronger effect; in the data active means a potency from the dose series; inconclusive means inhibition mostly from about 82% at the one dose, without a potency; inactive means the rest, 99 in 100 with inhibition below about 76%;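 further: plate controls were DMSO cells for no effect and high antibiotic wells for full effect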
H37Rv inhibition = M. tuberculosis growth inhibition, HTS (AID 449762); M. tuberculosis H37Rv growth inhibition, 7H9 media; higher % means a stronger effect; one-dose inhibition, % at 25 µM; IC50 in µM for titrated hits; 330,000 tested, 0.59% active; in the data active means a potency from the dose series; inconclusive means inhibition above about 70% without an active follow-up result;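 further: bacterial growth assessed after seven days of incubation; strong numbers were not always called active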
inhibitors of VEEV 10K pilot screen = second read-out of inhibitors of VEEV, no call of its own (marks repeat the call); inhibition, %; measured here: 10K pilot screen inhibition
* hit, by the source's call; i = inactive; u = inconclusive; x = not tested or not shown.

SMILES	inhibitors of VEEV	PhoP GFP inhibition	influenza NS1A	tuberculosis growth	H37Rv inhibition	others
COc1ccc(S(=O)(=O)N2CC(C)N(C(=O)N(C)C)C2C)cc1 (configuration not stated)	0.7%	5%	2%	-8%	6%
O=C(NC1CCCC1)C(c1ccc(F)cc1)N(C(=O)c1csnn1)C1CC1 (configuration not stated)	0.6%	-4%	5%	4%	-1%
O=C(c1ccc(F)cc1)N1CCN(c2ncccn2)CC1	2.3%	-13%	-3%	9%	4%	inhibitors of VEEV 10K pilot screen=1.4
C=CCOc1ccc(C2/C(=C(\O)c3ccc4c(c3)OCCO4)C(=O)C(=O)N2CCCN2CCOCC2)cc1 (configuration not stated)	i	4%	-2%	13%	11%
O=C1CCCN1CN1CCCCC1	0.2%	16%	1%	-10%	-3%
CN1CCn2c1nc(N1CCCCC1)nc2=O	i	-7%	-4%	-7%	-19%
O=C(OCC(=O)N1CCN(S(=O)(=O)c2ccc(Cl)cc2)CC1)C1CCC1	0.0%	-6%	-2%	5%	6%
CCOC(=O)Cc1csc(SCc2cc(=O)oc3cc(O)ccc23)n1	9.0%	0%	-7%	8%	-2%
COc1ccc(C(=O)Sc2nncc3ccccc23)cc1	3.5%	-6%	7%	0%	-5%
COc1cc(-c2noc(-c3cccc(Cl)c3)n2)cc(OC)c1OC	4.1%	2%	3%	2%	67%
COC(=O)[C@H](C)[C@H]1C[C@]1(C)[C@H](NC(=O)OCc1ccccc1)c1ccccc1	8.7%	-2%	-23%	8%	1%
O=C(COc1ccc2c3c(c(=O)oc2c1)CCC3)N[C@@H](Cc1ccccc1)C(=O)O	0.8%	15%	-4%	0%	-7%
CCOC(=O)Cc1csc(NS(=O)(=O)c2ccc(SC)cc2)n1	0.3%	-1%	3%	-3%	5%
CCCCn1c(=O)[nH]c(=O)c2c1nc(-c1cccc(OC)c1)n2C	3.6%	-15%	5%	-6%	5%
N#C/C(C(=O)N1CCCC1)=C1/N=C(N)c2ccccc21	i	-1%	-3%	-1%	-7%
CCOc1ccc(CCNC(=O)COC(=O)c2ccc(S(=O)(=O)N3CCCC3)cc2)cc1OCC	0.3%	9%	-1%	26%	-6%
COC(=O)c1ccc(CNC(=O)COC(=O)C2CCC(C(C)(C)C)CC2)cc1 (configuration not stated)	1.7%	-5%	-5%	21%	-5%
COC(=O)c1sccc1NC(=S)NCc1ccc(Cl)cc1	0.6%	37µM*	7%	-6%	-4%
O=C(CCn1cnnn1)Nc1ccccc1F	0.2%	6%	5%	-6%	-3%
Cc1ccc(S(=O)(=O)NCC2CCC(C(=O)O)CC2)cc1 (configuration not stated)	2.7%	-8%	-8%	-5%	-2%

16 neighbouring entries from above:
SMILES	inhibitors of VEEV	PhoP GFP inhibition	influenza NS1A	tuberculosis growth	H37Rv inhibition	others
O=C1CCCN1CN1CCCCC1	0.2%	16%	1%	-10%	-3%
CN1CCn2c1nc(N1CCCCC1)nc2=O	i	-7%	-4%	-7%	-19%
O=C(OCC(=O)N1CCN(S(=O)(=O)c2ccc(Cl)cc2)CC1)C1CCC1	0.0%	-6%	-2%	5%	6%
CCOC(=O)Cc1csc(SCc2cc(=O)oc3cc(O)ccc23)n1	9.0%	0%	-7%	8%	-2%
COc1ccc(C(=O)Sc2nncc3ccccc23)cc1	3.5%	-6%	7%	0%	-5%
COc1cc(-c2noc(-c3cccc(Cl)c3)n2)cc(OC)c1OC	4.1%	2%	3%	2%	67%
COC(=O)[C@H](C)[C@H]1C[C@]1(C)[C@H](NC(=O)OCc1ccccc1)c1ccccc1	8.7%	-2%	-23%	8%	1%
O=C(COc1ccc2c3c(c(=O)oc2c1)CCC3)N[C@@H](Cc1ccccc1)C(=O)O	0.8%	15%	-4%	0%	-7%
CCOC(=O)Cc1csc(NS(=O)(=O)c2ccc(SC)cc2)n1	0.3%	-1%	3%	-3%	5%
CCCCn1c(=O)[nH]c(=O)c2c1nc(-c1cccc(OC)c1)n2C	3.6%	-15%	5%	-6%	5%
N#C/C(C(=O)N1CCCC1)=C1/N=C(N)c2ccccc21	i	-1%	-3%	-1%	-7%
CCOc1ccc(CCNC(=O)COC(=O)c2ccc(S(=O)(=O)N3CCCC3)cc2)cc1OCC	0.3%	9%	-1%	26%	-6%
COC(=O)c1ccc(CNC(=O)COC(=O)C2CCC(C(C)(C)C)CC2)cc1 (configuration not stated)	1.7%	-5%	-5%	21%	-5%
COC(=O)c1sccc1NC(=S)NCc1ccc(Cl)cc1	0.6%	37µM*	7%	-6%	-4%
O=C(CCn1cnnn1)Nc1ccccc1F	0.2%	6%	5%	-6%	-3%
Cc1ccc(S(=O)(=O)NCC2CCC(C(=O)O)CC2)cc1 (configuration not stated)	2.7%	-8%	-8%	-5%	-2%

More structures follow:
SMILES	inhibitors of VEEV	PhoP GFP inhibition	influenza NS1A	tuberculosis growth	H37Rv inhibition	others
CC(C)Cn1c(N)c(C(=O)COC(=O)c2ccccc2F)c(=O)n(C)c1=O	1.7%	3%	-40%	-3%	-1%
CNc1oc(-c2ccccc2F)nc1S(=O)(=O)c1ccc(C)cc1	4.9%	4%	-2%	8%	-1%
Cc1c(C(=O)Nc2cccc(S(=O)(=O)N3CCOCC3)c2)oc2ccc(Br)cc12	2.5%	x	7%	5%	1%
O=C(CCS(=O)(=O)c1ccc(Br)cc1)N1CCN(c2ccccc2)CC1	0.6%	15%	0%	4%	-4%
Cc1ccccc1OCCSc1nnc(C)n1-c1ccccc1	0.9%	12%	1%	15%	7%
S=c1[nH]nc(-c2cccs2)n1/N=C/c1cn(-c2ccccc2)nc1-c1cccs1	5.8%	11%	x	x	12%
CCCCn1c(N)c(N(CC)C(=O)CN2C(=O)NC(C)(c3ccccc3)C2=O)c(=O)[nH]c1=O (configuration not stated)	2.1%	-4%	-7%	-8%	-10%
CCOC(=O)Cn1c(O)c(N=NC(=O)CNC(=O)Cc2ccccc2)c2ccccc21	0.2%	8%	7%	18%	3%
O=C(Nc1nonc1NC(=O)c1cccs1)c1cccs1	0.1%	24%	-7%	16%	2%
COc1ccc(Cn2c(-c3ccc(OC)cc3)n[nH]c2=S)cc1	3.9%	2%	0%	-29%	-9%
CC(C)(C)c1nnc2sc(SC/C(O)=C(\C#N)c3nc4ccccc4[nH]3)nn2c1=O	7.9%	-6%	1%	-5%	3%
COc1ccc(CC(=O)c2ccc(OC)c(OC)c2C)cc1OC	0.6%	-3%	-7%	-5%	-4%
CCN(CC(=O)Nc1c(F)cccc1F)C(=O)c1cccc(S(=O)(=O)N2CCN(c3ccccc3)CC2)c1	4.6%	-6%	5%	6%	-1%
CC(C)c1cc(CNC(=O)CCc2nnc(CCCc3ccccc3)o2)on1	i	-8%	3%	37%	-3%
O=c1[nH]cc(NCCNc2ncc(C(F)(F)F)cc2Cl)c(=O)[nH]1	i	-3%	-15%	4%	6%	inhibitors of VEEV 10K pilot screen=0.1
NS(=O)(=O)c1ccc(CCNS(=O)(=O)c2cccc(C(=O)O)c2)cc1	0.5%	30%	7%	-9%	-2%
CSc1ncc(Cl)c(C(=O)O)n1 (tested in a mixture with another compound)	0.5%	-6%	-10%	-5%	-1%
CCCN(C(=O)C(NC(=O)c1ccccc1)C(C)C)c1c(N)n(Cc2ccccc2)c(=O)[nH]c1=O (configuration not stated)	1.1%	x	-6%	14%	-6%
CS(=O)(=O)N(Cc1nnc(-c2cccs2)o1)c1ccc(Cl)cc1F	0.8%	2%	8%	11%	0%
Cc1ccc(Sc2ccc(/C=N/O)cc2[N+](=O)[O-])cc1	2.8%	-3%	10%	24%	47%
COCCNC(=O)c1cccc(OC2CCN(C(C)COc3ccccc3)CC2)c1 (configuration not stated)	i	-2%	4%	21%	6%
Cc1nnc(NC(=O)c2csc3c2CCCC3)s1	x	2%	x	5%	20%
Cc1nc(Cl)nc(N(C)c2ccccc2)c1[N+](=O)[O-]	2.6%	1%	-13%	9.3µM*	5%
O=C(COC(=O)Cn1nc(-c2ccccc2)oc1=O)Nc1ccc(F)cc1	2.6%	x	-8%	-17%	0%
CCN1CCN(C(=O)c2ccc(CS(=O)(=O)Cc3ccccc3F)o2)CC1	i	-1%	1%	-17%	-5%	inhibitors of VEEV 10K pilot screen=2.1
CCOC(=O)N1CCN(C(=O)c2cc(COc3c(F)cccc3F)on2)CC1	0.7%	-7%	-6%	13%	-3%
Cc1ccc(C(c2c(C)[nH][nH]c2=O)c2c(C)[nH][nH]c2=O)cc1[N+](=O)[O-]	1.7%	-4%	0%	-16%	-4%
O=[N+]([O-])c1ccc(O)c(C=Nc2cccc3ncccc23)c1	0.4%	23%	1%	4%	0%
O=C(O)c1ccc(/C=C/c2nc3ccccc3c(=O)[nH]2)cc1	1.3%	-4%	-23%	4%	8%
COc1ccc(Cc2nnc(SCc3nc4ccccc4c(=O)[nH]3)o2)cc1	0.1%	-11%	-6%	48%	6%
O=C(CNC(=O)c1ccccc1Cl)NCC(c1cccs1)N1CCOCC1 (configuration not stated)	0.9%	-1%	-13%	-2%	-4%
COc1ccccc1Oc1ccccc1[N+](=O)[O-]	1.1%	-1%	-21%	3%	-1%
COc1ccc(C(=O)Nc2cc(Cl)ccc2OC(=O)c2ccc(OC)cc2)cc1	1.4%	-4%	-4%	25%	-3%
Cc1ccc(SCc2noc(-c3c(C)noc3C)n2)cc1	1.7%	-2%	-4%	8%	-6%
COc1ccc(-c2nn(CCC#N)cc2C=C(C#N)C#N)cc1	1.0%	20%	-9%	-9%	3%
Cc1ccc(S(=O)(=O)NNC(=O)c2ccc(O)cc2)cc1	0.7%	2%	-5%	2%	10%
Clc1ccc2c(N/N=C/c3ccccc3Br)ccnc2c1	u	-9%	4%	8%	3%
Nn1c(SCC(=O)NCCC2=CCCCC2)nnc1-c1cccnc1	2.5%	x	-7%	x	x
COc1ccccc1NC(=O)CSc1ccc2nnc(-c3ccncc3)n2n1	3.5%	-3%	5%	x	-5%
COc1ccc(C(=O)Cn2cc([N+](=O)[O-])nc2C)cc1	1.5%	-2%	14%	-10%	-5%

In the list so far, these have a tert-butyl group:
SMILES	inhibitors of VEEV	PhoP GFP inhibition	influenza NS1A	tuberculosis growth	H37Rv inhibition	others
COC(=O)c1ccc(CNC(=O)COC(=O)C2CCC(C(C)(C)C)CC2)cc1 (configuration not stated)	1.7%	-5%	-5%	21%	-5%
CC(C)(C)c1nnc2sc(SC/C(O)=C(\C#N)c3nc4ccccc4[nH]3)nn2c1=O	7.9%	-6%	1%	-5%	3%

Other records:
SMILES	inhibitors of VEEV	PhoP GFP inhibition	influenza NS1A	tuberculosis growth	H37Rv inhibition	others
Cn1c(N)c(C(=O)N/N=C/c2ccccc2)sc1=S	2.8%	-1%	12%	0%	7%
CC[C@]12c3[nH]c4ccccc4c3CCN1C(=O)C(CC(=O)NCc1cccc(C(F)(F)F)c1)C[C@@H]2C(=O)N1CCN(C(=O)C2CC2)CC1 (some centres not stated)	i	x	-15%	54%	9%
CC(C)(C)NC(=O)CN(C(=O)CCC(=O)Nc1nccs1)c1ccc(F)c(Cl)c1	2.3%	0%	-6%	-2%	7%
CCOC(=O)c1c(N)sc(N)c1C(=O)OCC	0.7%	-11%	-3%	21%	1%
COc1cccc(C(=O)N/N=C/c2ccc(Oc3ccc([N+](=O)[O-])cn3)c(OC)c2)c1	3.6%	0%	5%	26%	7%

Source: PubChem
